Phagocytosis inh = inhibitors of macrophage phagocytosis, primary screen, imaging, J774A.1 cells, IgG beads; J774A.1 macrophage IgG-bead phagocytosis; inhibition, % at 5 µM; 0.07% of 110,000 active; AID 1029, 2008;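 active means inhibition above the mean of the plate negative controls plus 5 SD, cut at about 13% in these data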;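 further: phagocytic index as fraction of beads internalized from green versus red external bead signal; plate controls were DMSO negative control for no effect and cytochalasin-D positive control for full effect; some results beyond the cut were filed as inactive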
Yeast lifespan up = compounds extending yeast replicative lifespan, primary screen, S. cerevisiae, OD615; S. cerevisiae growth with nicotinamide; deaD strain in restrictive glucose medium; inhibition of the nicotinamide effect, % at 10 µM; 0.68% of 130,000 active; AID 775, 2007;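 active means inhibition above a set limit, placed 3 SD over the median of all compounds, cut at about 26% in these data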;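 further: 0% = nicotinamide-treated wells and 100% = cells grown without nicotinamide; some compounds called inactive have numbers as strong as hits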
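Test system: DeaD-strain S. cerevisiae / Buffer or medium: restrictive glucose medium / Also added: nicotinamide 1.5 mM / Doses: one concentration, 10 µM, DMSO 0.25% / Schedule: 48 h at 30 °C / Signal: OD615 measurement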
BB579 growth dn = growth inhibitors of yeast BB579 in restrictive medium, primary screen, yeast lifespan-shortening project, S. cerevisiae | inhibition, % at 10 µM | OD615, 48 h | 0.51% of 140,000 active;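 active means inhibition above a set limit, 3 SD over the mean compound inhibition, cut at about 44% in these data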; further: inactives centre near -24
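controls = amphotericin B 10 µg/mL, positive | assay system = DeaD yeast strain BB579 | schedule = 48 h compound exposure at 30 °C after 4 h preincubation | detection = OD615 turbidity measurement | medium = restrictive CSMM-D medium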
GALR2 blocker = GALR2 antagonists in receptor-expressing cells, primary screen | 0.39% of 140,000 active | Galanin receptor type 2 (Homo sapiens), O43603 | inhibition, % at 4 µM | antagonist mode; in the data active means inhibition above about 27%;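 further: cells stimulated with galanin 1-16 at roughly its EC80; 0% = agonist challenge control and 100% = basal control without agonist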
Target sequence (O43603 whole entry, looked up): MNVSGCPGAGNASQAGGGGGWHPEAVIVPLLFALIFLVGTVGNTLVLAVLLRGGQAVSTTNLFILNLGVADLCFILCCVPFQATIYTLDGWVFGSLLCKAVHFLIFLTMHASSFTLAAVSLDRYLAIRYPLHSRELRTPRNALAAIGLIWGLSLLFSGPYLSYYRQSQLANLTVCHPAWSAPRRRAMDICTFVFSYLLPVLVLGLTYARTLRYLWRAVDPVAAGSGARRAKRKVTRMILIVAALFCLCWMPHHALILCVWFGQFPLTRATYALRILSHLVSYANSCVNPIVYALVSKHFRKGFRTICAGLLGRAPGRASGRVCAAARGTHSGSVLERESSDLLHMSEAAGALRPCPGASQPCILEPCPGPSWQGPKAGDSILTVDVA
HCT116 bCat-KO = primary screen for growth suppressors in beta-catenin knockout HCT116 cells (colon tumor, human); 1.5% of 140,000 active; HCT116 beta-catenin knockout viability, CellTiter-Glo, 60 h; active compounds read low; viability, % at 10 µM;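 active means viability at or under a set limit, the compound median less 4 SD, cut at about 6% in these data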;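 further: 0% = Hyamine 1622 control at 20 µM and 100% = untreated cell control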
MRP1 act = H69AR viability gain despite doxorubicin, primary screen, MRP-1 activator project, H69AR cells, CellTiter-Glo. viability rescue. viability increase, % at 10 µM. 0.61% of 140,000 active. AID 799, 2007;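 active means viability gain under doxorubicin at or above a set limit, the compound median plus 3 SD, cut at about 4.7% in these data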;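 further: MRP-1 overexpressing cells given doxorubicin 25 µM after compound pretreatment; 18-22 h compound pretreatment then 72 h with doxorubicin before readout; 0% = doxorubicin-only wells and 100% = vehicle-treated cells without doxorubicin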
Measles CPE = compounds protecting cells from measles virus cytopathic effect, primary screen, measles RdRp inhibitor project, single point, MLSMR library, absorbance | protection (pct of control), % at 4 µM | 1.5% of 140,000 active | AID 841, 2007 | Measles virus-infected cells, CPE protection; in the data active means protection mostly above about 24%, no sharp cut-off; inactive means mostly below about 26%; further: some compounds called inactive have numbers as strong as hits
NPY Y2 blocker = NPY-Y2 receptor antagonists, primary screen, cell-based; Neuropeptide Y receptor type 2 (Homo sapiens), P49146; NPY-Y2 expressing cells, antagonist mode; inhibition, % at 2.7 µM; 0.99% of 140,000 active; in the data active means inhibition above about 17%;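 further: 0% = vehicle with agonist challenge and 100% = reference antagonist with challenge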
Target sequence (P49146 whole entry, looked up): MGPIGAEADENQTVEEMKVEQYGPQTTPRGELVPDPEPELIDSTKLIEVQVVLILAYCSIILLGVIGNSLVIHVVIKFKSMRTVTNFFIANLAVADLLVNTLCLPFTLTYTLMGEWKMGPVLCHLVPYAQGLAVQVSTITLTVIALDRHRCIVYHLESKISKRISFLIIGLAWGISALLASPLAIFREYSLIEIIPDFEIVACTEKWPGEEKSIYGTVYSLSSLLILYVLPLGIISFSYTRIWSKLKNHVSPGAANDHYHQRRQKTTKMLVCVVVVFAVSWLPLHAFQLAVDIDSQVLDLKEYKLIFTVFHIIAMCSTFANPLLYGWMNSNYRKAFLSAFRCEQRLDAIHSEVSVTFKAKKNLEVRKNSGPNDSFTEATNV
PTEN del growth = growth suppression of PTEN-null HCT116, primary screen, cell-based, CellTiter-Glo | viability, % at 10 µM | HCT116 PTEN-null viability, 60 h; active compounds read low | 1.2% of 140,000 active;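 active means viability at or below a set limit, 4 SD under the median of all tested compounds, cut at about 3.7% in these data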;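 further: PTEN knockout HCT116 line with beta catenin targeted HCT116 as companion control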
E-sel TNF inh = E-selectin induction blockers in HUVEC – imaging, immunofluorescence, high content, primary screen. HUVEC TNFa-induced E-selectin immunofluorescence. inhibition, % at 2 µM. 0.71% of 120,000 active;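 active means inhibition above the batch mean plus 3 SD, and confirmed as a hit on visual image review, cut at about 43% in these data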;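 further: 0% = TNF-stimulated DMSO wells and 100% = unstimulated control wells; not every result past the cut was called active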
Active calls of the source: *. Compounds were not picked by outcome. About 6.2% of those tested had a hit in this group.

What do the screens show for `CCC(CC)c1nnc(NC(=O)c2ccc3ccccc3n2)s1`?
Phagocytosis inh: -4; Yeast lifespan up: -12; BB579 growth dn: 0; GALR2 blocker: 8; HCT116 bCat-KO: 14; MRP1 act: -5.8; Measles CPE: 5; NPY Y2 blocker: 3; PTEN del growth: 17; E-sel TNF inh: -30

What do the screens show for `CN1CCN(c2ccc(S(=O)(=O)Nc3ccccc3)cc2[N+](=O)[O-])CC1`?
Yeast lifespan up: 8; BB579 growth dn: -33; GALR2 blocker: -9; HCT116 bCat-KO: 76; MRP1 act: -2.3; Measles CPE: 6; NPY Y2 blocker: 2; PTEN del growth: 68; E-sel TNF inh: -21

What do the screens show for `Cc1nc(=O)c(-c2ccccc2)c(C)n1-c1cccc(C(=O)O)c1`?
Phagocytosis inh: 0; Yeast lifespan up: -1; BB579 growth dn: 7; GALR2 blocker: -5; HCT116 bCat-KO: 93; MRP1 act: 6.0*; Measles CPE: 5; NPY Y2 blocker: 2; PTEN del growth: 103; E-sel TNF inh: 4

How did COc1ccc(N(C)C(=O)Nc2ccc3c(c2)nnn3C)cc1 do in these assays?
Phagocytosis inh: 1; Yeast lifespan up: -12; BB579 growth dn: 9; GALR2 blocker: -2; HCT116 bCat-KO: 102; MRP1 act: -1.7; Measles CPE: 3; NPY Y2 blocker: -2; PTEN del growth: 92; E-sel TNF inh: 12

Results for CC(=O)N1CCN(S(=O)(=O)c2ccc(S(=O)(=O)NCC(C)C)cc2)CC1 ?
Phagocytosis inh: -1; Yeast lifespan up: -14; BB579 growth dn: 16; GALR2 blocker: 4; HCT116 bCat-KO: 100; MRP1 act: 0.5; Measles CPE: 18; NPY Y2 blocker: 1; PTEN del growth: 95; E-sel TNF inh: -40

How did O=C(C(=O)N1CCc2ccccc2C1)c1cn(CC(=O)N2CCCCC2)c2ccccc12 do in these assays?
Phagocytosis inh: -8; Yeast lifespan up: -1; BB579 growth dn: -16; GALR2 blocker: 4; HCT116 bCat-KO: 80; MRP1 act: -3.4; Measles CPE: 15; NPY Y2 blocker: 5; PTEN del growth: 83

Results for COc1cc(NC(=O)CN(C)Cc2ccc(OC(F)F)cc2)c(C)cc1[N+](=O)[O-] ?
Phagocytosis inh: 0; Yeast lifespan up: -6; BB579 growth dn: -28; GALR2 blocker: -1; HCT116 bCat-KO: 79; MRP1 act: 0.1; Measles CPE: 18; NPY Y2 blocker: 5; PTEN del growth: 77; E-sel TNF inh: 3

What do the screens show for `Cc1ccc(C(=O)CNc2ccc(C)c(Cl)c2)cc1`?
Phagocytosis inh: -9; Yeast lifespan up: 0; BB579 growth dn: -40; GALR2 blocker: 20; HCT116 bCat-KO: 100; MRP1 act: -0.1; Measles CPE: 11; NPY Y2 blocker: 3; PTEN del growth: 92

What do the screens show for `CC1=C(C(=O)OC2CCCCCCC2)C(c2cc3c(cc2Br)OCO3)CC(=O)N1` (stereo not given)?
Phagocytosis inh: 0; Yeast lifespan up: 1; BB579 growth dn: -45; GALR2 blocker: 2; HCT116 bCat-KO: 47; MRP1 act: -6.6; Measles CPE: 8; NPY Y2 blocker: -2; PTEN del growth: 27; E-sel TNF inh: 23

How did O=C(O)CSC(=S)N1CCCCC1 do in these assays?
Phagocytosis inh: -2; Yeast lifespan up: -1; BB579 growth dn: -7; GALR2 blocker: -2; HCT116 bCat-KO: 91; MRP1 act: -2.2; Measles CPE: 4; NPY Y2 blocker: 1; PTEN del growth: 105

Results for CCc1ccc(/C=N/n2c(C)cc(C)c(C#N)c2=O)cc1 ?
Phagocytosis inh: -5; Yeast lifespan up: -4; BB579 growth dn: 1; GALR2 blocker: -3; HCT116 bCat-KO: 85; MRP1 act: 1.7; Measles CPE: 14; NPY Y2 blocker: 1; PTEN del growth: 97; E-sel TNF inh: 4

What do the screens show for `COc1ccc(-n2c(=O)cc(N3CCOCC3)[nH]c2=O)cc1`?
Phagocytosis inh: 3; Yeast lifespan up: 5; BB579 growth dn: -13; GALR2 blocker: 5; HCT116 bCat-KO: 87; MRP1 act: -1.0; Measles CPE: 20; NPY Y2 blocker: 1; PTEN del growth: 89

What do the screens show for `COc1ccc(NC(=O)CSc2nnc(Cc3cccn3C)n2-c2ccc(F)cc2)cc1OC`?
Phagocytosis inh: 1; Yeast lifespan up: -8; BB579 growth dn: -9; GALR2 blocker: 2; HCT116 bCat-KO: 92; MRP1 act: -3.1; Measles CPE: 11; NPY Y2 blocker: 1; PTEN del growth: 81

Results for O=C(O)C1C2CCC(C2)C1C(=O)Nc1cc(F)ccc1F (stereo not given) ?
Phagocytosis inh: 1; Yeast lifespan up: -1; BB579 growth dn: -36; GALR2 blocker: -11; HCT116 bCat-KO: 97; MRP1 act: 0.8; Measles CPE: 19; NPY Y2 blocker: 2; PTEN del growth: 104; E-sel TNF inh: -15

What do the screens show for `Cc1ccc2nc(CCc3nc4ccc(C)cc4o3)oc2c1`?
Phagocytosis inh: 0; Yeast lifespan up: -8; BB579 growth dn: -60; GALR2 blocker: -1; HCT116 bCat-KO: 104; MRP1 act: 1.4; Measles CPE: 10; NPY Y2 blocker: 6; PTEN del growth: 100

Results for CCCc1nn2c(=O)c(C(c3cccc(Cl)c3)c3c(O)nc4sc(CCC)nn4c3=O)c(O)nc2s1 ?
Yeast lifespan up: -8; BB579 growth dn: -37; GALR2 blocker: -4; HCT116 bCat-KO: 88; MRP1 act: -0.4; Measles CPE: 4; NPY Y2 blocker: 1; PTEN del growth: 90; E-sel TNF inh: -2

Results for CCOc1ccc(N2C(=O)NC(Cc3c[nH]c4ccccc34)C2=O)cc1 (stereo not given) ?
Phagocytosis inh: 4; Yeast lifespan up: -9; BB579 growth dn: -20; GALR2 blocker: 4; HCT116 bCat-KO: 88; MRP1 act: -0.1; Measles CPE: 2; NPY Y2 blocker: 0; PTEN del growth: 104; E-sel TNF inh: 5

Results for COc1ccc(/C(C)=N/OCC(=O)Nc2nc3ccccc3s2)cc1OC ?
Yeast lifespan up: -5; BB579 growth dn: -41; GALR2 blocker: -7; HCT116 bCat-KO: 92; MRP1 act: 0.1; Measles CPE: 12; NPY Y2 blocker: 5; PTEN del growth: 93; E-sel TNF inh: -5

How did Cc1cc(C)n2c3c(c(C#N)c2n1)CCCC3 do in these assays?
Phagocytosis inh: 0; Yeast lifespan up: -11; BB579 growth dn: 14; GALR2 blocker: 6; HCT116 bCat-KO: 91; MRP1 act: -0.3; Measles CPE: 20; NPY Y2 blocker: 5; PTEN del growth: 95; E-sel TNF inh: -10

Results for O=[N+]([O-])c1ccc(/C=N/Nc2nc(N3CCCC3)nc(N3CCCC3)n2)o1 ?
Phagocytosis inh: 0; Yeast lifespan up: -5; BB579 growth dn: -18; GALR2 blocker: 2; HCT116 bCat-KO: 65; MRP1 act: -3.8; Measles CPE: 5; NPY Y2 blocker: -2; PTEN del growth: 44

What do the screens show for `C=CCNS(=O)(=O)c1nc(C)c(Cl)c(C)c1C#N`?
Phagocytosis inh: 27*; Yeast lifespan up: -10; BB579 growth dn: -38; GALR2 blocker: 19; HCT116 bCat-KO: 81; MRP1 act: -2.6; Measles CPE: 11; NPY Y2 blocker: 3; PTEN del growth: 96; E-sel TNF inh: 79*

How did O=C(Cc1ccccc1)Nc1ccc(N2CCOCC2)cc1N1CCOCC1 do in these assays?
Phagocytosis inh: 0; Yeast lifespan up: -16; BB579 growth dn: -4; GALR2 blocker: -7; HCT116 bCat-KO: 94; MRP1 act: -1.9; Measles CPE: 22; NPY Y2 blocker: 0; PTEN del growth: 96; E-sel TNF inh: -9

Results for COc1ccc(/C=N/Nc2ncc(-c3ccccc3)cn2)c(OC)c1 ?
BB579 growth dn: -24; GALR2 blocker: -6; HCT116 bCat-KO: 96; MRP1 act: -2.1; Measles CPE: 8; NPY Y2 blocker: 5; PTEN del growth: 94; E-sel TNF inh: 2

What do the screens show for `Cc1ccccc1-c1nnc2c3ccccc3c(C)nn12`?
BB579 growth dn: -14; GALR2 blocker: 7; HCT116 bCat-KO: 78; MRP1 act: -1.2; Measles CPE: 12; NPY Y2 blocker: 3; PTEN del growth: 85; E-sel TNF inh: -31

What do the screens show for `COc1ccc(OC)c(-n2c(SCC(C)=O)nnc2-c2cccc(S(=O)(=O)N(C)C)c2)c1`?
Phagocytosis inh: 1; Yeast lifespan up: -8; BB579 growth dn: -40; GALR2 blocker: -2; HCT116 bCat-KO: 99; MRP1 act: -2.1; Measles CPE: 9; NPY Y2 blocker: 1; PTEN del growth: 85; E-sel TNF inh: 12

Results for CCNc1nnc(CSc2nc3ccccc3s2)s1 ?
BB579 growth dn: -16; GALR2 blocker: 0; HCT116 bCat-KO: 86; MRP1 act: -1.7; Measles CPE: 7; NPY Y2 blocker: 6; PTEN del growth: 101; E-sel TNF inh: -26

Results for N#Cc1c(C(F)(F)F)cc(-c2ccccc2)[nH]c1=O ?
Yeast lifespan up: -18; BB579 growth dn: -14; GALR2 blocker: 4; HCT116 bCat-KO: 100; MRP1 act: -1.1; Measles CPE: 8; NPY Y2 blocker: 6; PTEN del growth: 110; E-sel TNF inh: 31

How did O=C(Nc1ccccc1Br)c1ccccc1-c1ccccc1 do in these assays?
Yeast lifespan up: -6; BB579 growth dn: -29; GALR2 blocker: 2; HCT116 bCat-KO: 23; MRP1 act: -3.8; Measles CPE: 5; NPY Y2 blocker: 5; PTEN del growth: 20; E-sel TNF inh: 8

Random excerpt: 3 entries already listed
Results for N#Cc1c(C(F)(F)F)cc(-c2ccccc2)[nH]c1=O ?
Yeast lifespan up: -18; BB579 growth dn: -14; GALR2 blocker: 4; HCT116 bCat-KO: 100; MRP1 act: -1.1; Measles CPE: 8; NPY Y2 blocker: 6; PTEN del growth: 110; E-sel TNF inh: 31

How did O=C(Nc1ccccc1Br)c1ccccc1-c1ccccc1 do in these assays?
Yeast lifespan up: -6; BB579 growth dn: -29; GALR2 blocker: 2; HCT116 bCat-KO: 23; MRP1 act: -3.8; Measles CPE: 5; NPY Y2 blocker: 5; PTEN del growth: 20; E-sel TNF inh: 8

How did Cc1cc(C)n2c3c(c(C#N)c2n1)CCCC3 do in these assays?
Phagocytosis inh: 0; Yeast lifespan up: -11; BB579 growth dn: 14; GALR2 blocker: 6; HCT116 bCat-KO: 91; MRP1 act: -0.3; Measles CPE: 20; NPY Y2 blocker: 5; PTEN del growth: 95; E-sel TNF inh: -10

Assay outcomes from PubChem.
